Screens deposited in PubChem by National Center for Advancing Translational Sciences (NCATS).
GAA spleen mod: qHTS Assay for Inhibitors and Activators of Human alpha-Glucosidase From Spleen Homogenate; 0.006% of 240,000 active; human spleen homogenate, 4-MU-alpha-glucoside fluorescence; Lysosomal alpha-glucosidase (Homo sapiens), P10253; Potency, µM (highest dose often 79.9 µM), without a hit: at the highest dose activity change, negative = inhibition, most hits filed as inhibitors; AID 2112, 2009;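 also: 0% = enzyme with vehicle and -100% = no enzyme basal signal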
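AC50 values come from Hill-equation fits of concentration-response data, normalized to no-enzyme and full-activity controls. Enzyme source: 1 ug human spleen homogenate; 1 mM fluorogenic 4-MU glucoside, pH 5.0 citrate buffer, 37 C, 40 min.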
GAA glycogen: qHTS Assay for Inhibitors and Activators of Human alpha-Glucosidase Cleavage of Glycogen; Lysosomal alpha-glucosidase (Homo sapiens), P10253; recombinant GAA, glycogen substrate, Amplex Red glucose oxidase fluorescence; Potency, µM (titrated, usually from 76.4 µM), for inactives: at the top dose activity change, negative = inhibition, actives largely listed as inhibitors; 0.38% of 300,000 active;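 also: 0% = full enzyme reaction and -100% = no-enzyme basal signal; the screen sought inhibitors and activators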
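Natural-substrate format: glycogen cleavage by 4 nM human enzyme, glucose read by Amplex Red coupling (Ex 573, Em 610 nm). Normalized to enzyme and no-enzyme controls.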
GoLoco inh red: qHTS Assay for Inhibitors of RGS12 GoLoco Motif Activity (Red Fluorophore) | Guanine nucleotide-binding protein G(i) subunit alpha-1 (Homo sapiens), P63096 | Gai1:RGS12 GoLoco peptide FP, rhodamine, 10 min | Potency, µM (top dose mostly 61.6 µM), inactives show at the highest dose activity, negative = inhibition, hits mostly inhibitors | 0.44% of 230,000 active; active = well fitted inhibition curve with a large enough effect, not every such curve was filed as active; inactive = no such curve, though single readings can be large or run the other way; also: % is scaled to controls: 0 for no effect and ±100 for the full control effect; nearly all actives have a fitted effect of over 30% in size; many of its hits are not listed in these tables
Target sequence (P63096 whole entry, looked up): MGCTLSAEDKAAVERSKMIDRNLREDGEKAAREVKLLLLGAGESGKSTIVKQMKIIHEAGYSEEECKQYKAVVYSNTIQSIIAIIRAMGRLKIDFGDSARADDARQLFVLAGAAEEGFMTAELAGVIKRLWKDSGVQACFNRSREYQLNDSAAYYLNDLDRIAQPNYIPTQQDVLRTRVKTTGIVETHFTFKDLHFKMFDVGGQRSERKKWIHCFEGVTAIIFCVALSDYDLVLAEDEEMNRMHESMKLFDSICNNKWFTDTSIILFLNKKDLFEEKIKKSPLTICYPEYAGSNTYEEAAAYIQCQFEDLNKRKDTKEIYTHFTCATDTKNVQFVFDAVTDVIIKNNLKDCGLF
HTT aggregate: qHTS Multiplex Assay to Identify Dual Action Probes in a Cell Model of Huntington: Aggregate Formation (GFP); PC12 HttQ103-GFP aggregates, Acumen cytometry, 40 h; Potency, µM (series often up to 46.1 µM), inactives show at the top dose activity change, negative = inhibition, most hits filed as inhibitors; 1.1% of 220,000 active; AID 1688, 2009; also: % is scaled to controls: 0 for no effect and ±100 for the full control effect; nearly all actives have a fitted effect of over 60% in size
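Quantitative HTS on tebufenozide-induced (100 nM) PC12 cells stably expressing polyQ103 Huntingtin exon 1–GFP. Reduction of bright GFP aggregates, detected by laser scanning cytometry after lysis, identified actives across the titration.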
HTT cytoprotect: qHTS Multiplex Assay to Identify Dual Action Probes in a Cell Model of Huntington: Cytoprotection (ATP); Potency, µM (top dose mostly 56.4 µM), for the others: cytoprotection (ATP increase), usual class: activators; 0.14% of 230,000 active; PC12 HTT-Q103 induced, cytoprotection, ATP luminescence, 40 h;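 also: % of control where 0% means no effect; nearly all actives have a fitted effect of over 45% in size; toxic huntingtin expression switched on by the ecdysone agonist tebufenozide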
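Cells were plated at 1500 per well in phenol red-free DMEM with 5% equine and 5% calf serum. Tebufenozide (100 nM final) and compounds were added, then ATPlite reagent, and luminescence was read.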
IMPase Li inh: qHTS Assay for Identifying the Cell-Membrane Permeable IMPase Inhibitors: Potentiation with Lithium; CHO-M1 cells, IP1 TR-FRET (IP-One), carbachol + lithium; Potency, µM (top dose mostly 59.4 µM), for the others: at the top dose activity, negative = IMPase inhibition, actives largely listed as inhibitors; 0.35% of 210,000 active; AID 1457, 2008;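 also: IP1 builds up when IMPase is blocked and the TR-FRET signal falls; plate controls were basal vehicle for no effect and high inhibitor control for full effect; nearly all actives have a fitted effect of over 50% in size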
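Readout is a homogeneous TR-FRET IP1 immunoassay (Ex 320, Em 665 and 620), where raised cytosolic IP1 lowers signal. Cells were CHO-M1 treated 30 min at 37C with test compounds plus a little lithium; AC50 values came from Hill-equation fitting.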
GAA inh: qHTS Assay for Inhibitors of Human alpha-Glucosidase as a Potential Chaperone Treatment of Pompe Disease; Lysosomal alpha-glucosidase (Homo sapiens), P10253; purified human GAA, 4-MU-alpha-glucoside fluorescence; Potency, µM (highest dose often 76.9 µM), for inactives: at the top dose activity change, negative = inhibition, hits mostly inhibitors; 0.005% of 200,000 active; AID 1466, 2008;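 also: plate controls were uninhibited enzyme wells for no effect and no-enzyme background for full effect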
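Human alpha-glucosidase, 4 nM, pre-mixed with test compounds before 400 uM 4-methylumbelliferyl substrate; 20 min room temperature at pH 5.0. Fluorescence read after pH 10 stop; AC50 values from Hill-equation fits.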
Numbers without * were called inactive; u = inconclusive; x = no result given; [ ] = remark or other dose. Unless noted, calls follow the shape of the dose curve; as a rule, active = well fitted curve in the direction sought with a large enough effect; inconclusive = small, poorly fitted or top-dose-only effect, or another doubt; inactive = no such curve, though single readings can be large; an effect the other way counts as inactive or inconclusive. Potency is read from the fitted curve at half-maximal effect.

SMILES	GAA spleen mod	GAA glycogen	GoLoco inh red	HTT aggregate	HTT cytoprotect	IMPase Li inh	GAA inh
CC(=O)N/C(=C\c1ccc(F)cc1)C(=O)N(C)C	-12%	-6%	7%	-3%	14%[0.074 µM]	-3%	3%
COC(=O)CS(=O)(=O)c1ccc(C)cc1	-19%	2%	10%	21%[9.22 µM]	-12%	0%	-5%
COc1cc(OC)c(S(=O)(=O)NCc2cccnc2)cc1NC(C)=O	4%	-2%	5%	-4%	-7%	-2%	1%
C=C(C)Cn1c(CCNC(=O)C(C)C)nc2ccccc21	-7%	5%	-5%	2%	4%	24%[38.3 µM]	-2%
Cc1ccn2c(C(=O)CSc3ccc(Cl)cc3)c(C)nc2c1	0%	0%	-6%	-5%	-2%[10 µM]	28%[38.3 µM]	0%
Cc1cc(N2CCN(C)CC2)nc2ccc(NC(=O)c3ccc4c(c3)OCO4)cc12	-8%	-8%	4%	-9%	-36%	22%[38.3 µM]	-19%
Cc1ccc(NC(=O)COC(=O)c2cc(-c3cccs3)nn2-c2ccccc2)cc1[N+](=O)[O-]	-2%	-6%	-7%	-2%	5%[10 µM]	-3%	3%
FC(F)(F)c1cccc(Cc2noc(CN(Cc3ccccn3)CC3CCCO3)n2)c1 (configuration not stated)	6%	-1%	7%	30%[9.22 µM]	7%[10 µM]	x	x
Cc1cccc(NC(=O)CSCc2nc3c(nnn3Cc3ccc(F)cc3)c(=O)[nH]2)c1C	-5%	0%	-9%	-21%[9.22 µM]	-24%[10 µM]	7%	12%
CCCOc1ccc(N2C(=O)C3ON(c4ccccc4)C(CCC)C3C2=O)cc1 (configuration not stated)	3%	-5%	7%	-5%	-1%	31%[activator][38.3 µM]	u
CC1(C(=O)N2CCN(c3ccccc3)CC2)CC1(Cl)Cl (configuration not stated)	-2%	5%	6%	-14%	-10%	5%	12%
CCNC(=O)N1CCNC(=O)C1CC(=O)OC (configuration not stated)	-16%	-6%	-3%	-10%	2%	15%[38.3 µM]	0%
CN(C)c1nc2n(c(=O)n1)CCO2	-4%	1%	1%	-4%	-2%	11%[38.3 µM]	-1%
O=C(O)CCC(=O)Nc1ccc(C(=O)N2CCCCC2)cc1	-1%	3%	-10%	30%	-11%	7%[38.3 µM]	9%
Cc1ccc(C(=O)N2CCN(S(=O)(=O)c3ccc(C)cc3)CC2)cc1	0%	18%	4%	9%[9.22 µM]	-36%[inhibitor]	7%	13%
C=CCN1C(c2cccc(C(F)(F)F)c2)=CS/C1=C(/C#N)c1nnc(N2CCOCC2)n1-c1ccccc1	-1%	-15%	-3%	-1%	x	9%	-8%
Cc1ccc2[nH]c3c(c2c1)SC(C)(C)CC3=O	0%	27%	-2%	25%	x	0%	-2%
O=C(NCc1n[nH]c(=S)n1-c1ccc(Br)cc1)c1cccs1	0%	-11%	0%	-1%	-30%[inhibitor]	-6%	4%
CCOc1ccc(NC(=O)NC23CC4CC(CC(C4)C2)C3)cc1	0%	-3%	-32%	-5%	-10%[10 µM]	-5%	8%
CN(Cc1ccccc1)C(=O)CCNC(=O)Cn1cnc2ccccc2c1=O	7%	-1%	5%	18%	-32%	-2%[38.3 µM]	-10%
CC(=O)c1c(C)oc2ccc(N(C(=O)C3CCCCC3)S(=O)(=O)c3cc([N+](=O)[O-])ccc3C)cc12	-8%	16%	x	16%	13%[10 µM]	x	-13%
Oc1ccc(/C=N/Nc2nn3cnnc3c3ccccc23)cc1	5%	-25%	3%	-7%[9.22 µM]	-32%[10 µM]	x	x
OC(c1ccccc1)c1nccn1Cc1ccccc1 (configuration not stated)	-6%	3%	8%	-10%	14%	20%[38.3 µM]	-3%
CC1CC1C(=O)OCC(=O)c1c(N)n(C)c(=O)n(C)c1=O (configuration not stated)	0%	0%	3%	25%	-2%[10 µM]	7%	0%
O=C(O)C(Sc1ccc(Cl)cc1)Sc1ccc(Cl)cc1	x	x	202%[activator][14.2 µM]	x	4%[10 µM]	-1%	x
Cc1ccc(-n2cc(CN3CCN(C(=O)c4ncn[nH]4)CC3)c(-c3ccc(F)cc3)n2)cc1	2%	3%	12%	14%[9.22 µM]	3%[10 µM]	x	x
Cc1ccc(NC(=O)CNC(c2ccccc2)c2ccccc2)c(F)c1	-9%	-3%	-16%	6%	10%[10 µM]	7%	-1%
CC(=O)N1CN(C2CCS(=O)(=O)C2)Cc2c1sc1c2CCCC1 (configuration not stated)	-2%	4%	12%	26%	-13%[0.074 µM]	2%[38.3 µM]	-7%
c1ccc2c(CSCc3cccc4ccccc34)cccc2c1	x	x	7%[14.2 µM]	x	6%[10 µM]	15%	x
N#Cc1ccc(N2CCOCC2)nc1	-5%	8%	6%	6%[9.22 µM]	6%[10 µM]	x	5%
Cc1ccc(COC(=O)c2nn(C)c(=O)c3ccccc23)cc1	4%	7%	-7%	22%	-1%[10 µM]	12%	1%
O=C1CC2c3ccccc3C1C1C(=O)N(CCc3ccccc3)C(=O)C21 (configuration not stated)	-17%	11%	4%	2%[9.22 µM]	25%[10 µM]	6%	-1%
C/C(=N\NC(N)=S)C1C2C3CC4C5CC(C42)C1C53 (configuration not stated)	6%	-5%	-15%	-24%	11µM*	-3%	2%
COc1ccccc1Cn1c(=S)[nH]c2cc(C(=O)NCC3CCCO3)ccc2c1=O (configuration not stated)	-6%	u	-7%	-22%	-12%	-8%	1%
COc1c(N2CCN(C(=S)NCc3ccccc3)C(C)C2)c(F)cc2c(=O)c(C(=O)O)cn(C3CC3)c12 (configuration not stated)	-1%	5%	x	-15%	-17%	x	0%
CCOC(=O)c1cc2c(=O)n3cc(C)ccc3nc2n(Cc2cccnc2)c1=N	2%	-10%	2%	17%	-6%	7%[38.3 µM]	-7%

Next section, starting with the last 4 of the part before.
SMILES	GAA spleen mod	GAA glycogen	GoLoco inh red	HTT aggregate	HTT cytoprotect	IMPase Li inh	GAA inh
C/C(=N\NC(N)=S)C1C2C3CC4C5CC(C42)C1C53 (configuration not stated)	6%	-5%	-15%	-24%	11µM*	-3%	2%
COc1ccccc1Cn1c(=S)[nH]c2cc(C(=O)NCC3CCCO3)ccc2c1=O (configuration not stated)	-6%	u	-7%	-22%	-12%	-8%	1%
COc1c(N2CCN(C(=S)NCc3ccccc3)C(C)C2)c(F)cc2c(=O)c(C(=O)O)cn(C3CC3)c12 (configuration not stated)	-1%	5%	x	-15%	-17%	x	0%
CCOC(=O)c1cc2c(=O)n3cc(C)ccc3nc2n(Cc2cccnc2)c1=N	2%	-10%	2%	17%	-6%	7%[38.3 µM]	-7%
COc1ccc(N(C(=O)c2ccco2)C(C(=O)NC2CCCC2)c2ccc(N(C)C)cc2)cc1 (configuration not stated)	-8%	-15%	-11%	21%[9.22 µM]	-14%[10 µM]	16%[38.3 µM]	-6%
Cn1c(=O)[nH]c(=O)c2c1nc(CN1CCOCC1)n2Cc1ccc(F)cc1	4%	3%	-5%	-6%	-20%	20%[38.3 µM]	u
CCN(CC)S(=O)(=O)c1cccc(-n2c(O)c(C=Nc3ccccc3C(=O)O)c3ccccc3c2=O)c1	1%	4%	8%	24%[9.22 µM]	38%[10 µM]	x	x
CCN(CC)C(=O)c1cc2c(=O)oc3ccccc3c2s1	-1%	2%	7%	-10%	16%[10 µM]	-1%	3%
Cc1nc2cc(C(F)(F)F)ccc2n1C1CCN(CC(=O)NC(C)(C)C)CC1	1%	0%	-4%	-18%	-16%[10 µM]	-13%[38.3 µM]	-6%
CCN1CCN(CCCNC(=O)c2cc3sccc3n2CC)CC1	-17%	0%	1%	-2%	19%[10 µM]	29%[38.3 µM]	u
O=C(Nc1cnn(Cc2ccc(F)cc2)c1)C(c1ccccc1)c1ccccc1	-9%	-4%	-2%	-24%	-16%[10 µM]	1%	-2%
Cc1ccc([N+](=O)[O-])cc1S(=O)(=O)Nc1ccccn1	4%	-3%	4%	13%	-31%[inhibitor]	-5%	-1%
CC(C)N1CCC(NC(=O)NC2CCCCC2)CC1	6%	6%	-1%	-3%	-8%	-4%	1%
Cn1c(=O)c2c(nc(SCC(=O)NCc3ccco3)n2C)n(C)c1=O	-3%	2%	9%	3%	3%	23%[38.3 µM]	3%
Cc1ccc(CNC(=O)CN2C(=O)COc3ccc(C)cc32)cc1	2%	10%	9%	16%	9%	5%[38.3 µM]	-4%
CCCCNC(=O)N1CCN(c2ncccn2)CC1	2%	-7%	5%	x	x	2%	-4%
Cc1cc(C(=O)CSc2nn(-c3ccccc3)c(=S)s2)c(C)n1Cc1ccco1	-1%	0%	14%	0%	-14%	31%[38.3 µM]	2%
O=c1[nH]c(CN2CCN(C/C=C/c3ccccc3)CC2)nc2cc(Cl)ccc12	-18%	2%	0%	2%	-15%	28%[38.3 µM]	0%
CCN=C1SC(CC(=O)Nc2ccc(C)cc2)C(=O)N1CC (configuration not stated)	-5%	-1%	-8%	-8%	-6%	-15%[38.3 µM]	2%
O=C(NCc1ccc2[nH]c3c(c2c1)CCCC3)c1ccc(S(=O)(=O)N2CCCC2)cc1	-4%	-1%	7%	-6%	x	3%	u
C[N+](C)(C)[C@H](Cc1c[nH]c(=S)[nH]1)C(=O)O	x	x	14%[14.2 µM]	x	-10%[10 µM]	-1%	x
O=C(Nc1cccc(N=Cc2cc(Br)cc(Br)c2O)c1)c1ccco1	-23%	-1%	52%[activator]	19%	-9%[10 µM]	-13%	2%
Cc1ccccc1Cn1cc(NC(=O)CCCn2nc([N+](=O)[O-])cc2C)cn1	2%	-4%	12%	0%	-8%	4%	-3%
CCSc1nnc(NC(=O)c2cc(C)on2)s1	-1%	-8%	-3%	0%	3%[10 µM]	0%[38.3 µM]	2%
Cc1ccc(C2/C(=C(\O)c3cnn(-c4ccccc4)c3C)C(=O)C(=O)N2CCN(C)C)o1 (configuration not stated)	-4%	-2%	-2%	-1%	-31%	-2%[38.3 µM]	-4%
O=C(NC(=S)Nc1ccc(O)cc1)c1ccccc1Cl	-1%	u	19%	-9%[9.22 µM]	-11%[10 µM]	12%	12%
Cc1cccc(NC(=S)NN2CCN(C)CC2)c1C	1%	-2%	36%	-5%	-3%	23%[38.3 µM]	-5%

Some of the compounds tested (hit frequency here may not be typical).
